# Bioassay records as filed in PubChem.
# GCN5L2 inh: blocks human GCN5L2 histone acetyltransferase. hit rate 0.21% among 390,000. Potency, µM (titrated, usually from 58.9 µM), for the others: at the highest dose activity change, negative = inhibition, usual class: inhibitors. Q92830. GCN5L2 HAT assay, ThioGlo1 CoA-SH fluorescence
#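 Preincubate 20nM GCN5L2 with compound 15 min, RT → add 50uM ThioGlo1 + 75uM H3(1-25) + 70uM acetyl-CoA → read fluorescence 0 and 20 min. Primary qHTS; fluorescent artifacts likely.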
# FEN1 inhibitor: blocks human flap endonuclease 1. P39748. Recombinant FEN1 flap cleavage, fluorescence, 15 min. Potency, µM (top dose mostly 114 µM), for the others: top-dose activity change, negative = inhibition, usual class: inhibitors. hit rate 0.35% among 390,000. AID 588795; also: nearly all actives have a fitted effect of over 65% in size
# Target sequence (P39748 whole entry, looked up): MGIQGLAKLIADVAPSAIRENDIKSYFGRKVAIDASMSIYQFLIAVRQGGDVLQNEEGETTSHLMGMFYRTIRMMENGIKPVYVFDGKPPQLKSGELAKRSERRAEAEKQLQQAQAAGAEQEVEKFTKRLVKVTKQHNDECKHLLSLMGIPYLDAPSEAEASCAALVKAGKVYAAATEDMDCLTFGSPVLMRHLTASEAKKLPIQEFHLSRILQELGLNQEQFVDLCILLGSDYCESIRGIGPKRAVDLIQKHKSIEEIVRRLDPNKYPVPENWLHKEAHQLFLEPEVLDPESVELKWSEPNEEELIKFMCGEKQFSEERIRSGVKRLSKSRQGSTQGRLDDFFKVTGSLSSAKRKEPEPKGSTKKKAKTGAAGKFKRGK
#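 Nuclease activity of 10 nM FEN1 was measured after 15 min of room-temperature exposure to titrated compounds, by adding 50 nM flap substrate and reading plates at 0 and 15 min.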
# TDP1 cell CPT: DT40-hTDP1 cell growth loss with CPT | chicken DT40 Tdp1-/-;hTDP1 cells + 20 nM CPT, ATP luminescence, 48 h | Potency, µM (highest dose often 46.2 µM), inactives show at the top dose activity change, negative = growth inhibition, actives largely listed as inhibitors | hit rate 12% among 420,000; also: nearly all actives have a fitted effect of over 55% in size
#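 Cell growth measured by CellTiter-Glo luminescence after a minimum 48 h, 37 C compound exposure with 20 nM CPT in Tdp1-knockout DT40 cells stably expressing hTDP1, seeded 400/well; qHTS titration format.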
# Active calls of the source: *; ? = inconclusive; . = no result given; & = joins results of further samples; [ ] = dose if it differs, or a comment. Calls follow the shape of the dose curve; as a rule, active = well fitted curve in the direction sought with a large enough effect; inconclusive = small, poorly fitted or top-dose-only effect, or another doubt; inactive = no such curve, though single readings can be large; an effect the other way counts as inactive or inconclusive. % is scaled to controls: 0 for no effect and ±100 for the full control effect; potency is read from the fitted curve at half-maximal effect.
SMILES,GCN5L2 inh,FEN1 inhibitor,TDP1 cell CPT
Clc1ccc(Cc2nnc(-c3cccs3)o2)cc1,-1%,13%,?
COc1ccc(CCNC(=O)CSc2cn(Cc3ccccc3)c3ccccc23)cc1OC,2%,2%,?
S=C(Nc1ccc(Cl)cc1)N1CCN(C2CCCCC2)CC1,4%,3%,-5%
CCN(C(=O)c1cc2c(=O)oc3ccc(C)cc3c2s1)c1cc(OC)ccc1OC,-7%,-15%,?
COc1cccc(-c2nc(CS(=O)(=O)CC(=O)NCCc3ccc(OC)c(OC)c3)c(C)o2)c1,0%&0%,-8%&-13%,?
Cc1ccc(S(=O)(=O)N2CCC(C)CC2)c([N+](=O)[O-])c1,18%,-10%,5%
COc1ccc(/C=C2\SC(=S)N(CC(=O)NCCO)C2=O)cc1,-11%,3%,-24%
O=C(Nc1ccc(C(F)(F)F)cc1)N1CCN(C(=O)c2ccco2)CC1,0%,-18%,-2%
O=C(CC12CCC(CC1)C2)NCc1ccc2c(c1)OCO2,-2%,-3%,-9%
COC(=O)c1cc(-c2ccccc2)sc1NC(=O)CN1C(=O)c2ccccc2C1=O,0%,1%,-22%

# Entries of single compounds, looked up by structure. Order of screens: GCN5L2 inh, FEN1 inhibitor, TDP1 cell CPT
# Shown for Clc1ccc(Cc2nnc(-c3cccs3)o2)cc1 : -1%, 13%, ?
# Shown for CCN(C(=O)c1cc2c(=O)oc3ccc(C)cc3c2s1)c1cc(OC)ccc1OC : -7%, -15%, ?
# Shown for S=C(Nc1ccc(Cl)cc1)N1CCN(C2CCCCC2)CC1 : 4%, 3%, -5%
# Shown for O=C(Nc1ccc(C(F)(F)F)cc1)N1CCN(C(=O)c2ccco2)CC1 : 0%, -18%, -2%

# (further entries)
SMILES,GCN5L2 inh,FEN1 inhibitor,TDP1 cell CPT
COCCCNC(=O)c1ccc(CS(=O)(=O)c2ccccc2OC)o1,11%,-5%,2%
CCCCCC[N+](C)(C)CC/C=C1/c2ccccc2Sc2ccc(Cl)cc21,1%,3%,7.3µM*
CCOc1ccccc1NC(=O)C1CCCN1S(=O)(=O)c1ccc2nc(-c3ccccc3)[nH]c2c1 (stereo unspecified),-15%,-18%,10µM*
O=C(NC1=NCCS1)c1cc2ccccc2o1,-6%,-1%,-16%
CN(CCCNC(=O)c1cc2c(=O)n(C)c3ccccc3c2s1)Cc1ccccc1,-10%,-1%,4.6µM*
O=S(=O)(c1ccc(NC(=S)Nc2ccc(OC(F)F)cc2)cc1)N1CCOCC1,2%,-8%,?
COC(=O)c1sc(-c2ccc(Cl)cc2)cc1NC(=O)CSCC(=O)O,-6%,-20%,3%
CCSCc1nc2ccccn2c1Br,-17%,-3%,-11%
Cn1c(=O)cc(SCC(=O)NCc2ccc(F)cc2)c2cc(Cl)ccc21,3%,1%,7.3µM*
CCCN(C(=O)c1cc2c(=O)oc3ccccc3c2s1)c1ccc(CC)cc1,-2%,-5%,3%
Cc1ccc2c(Cl)cc(Cl)c(OCC(=O)Nc3cccc(S(=O)(=O)N(C)C)c3)c2n1,5%,7%,?
Cn1c(/N=C/c2ccc3c(c2)OCO3)nc2ccccc21,1%,-4%,-4%
COc1ccc(NC(=O)C2C3C=CC(O3)C2C(=O)NCc2cccnc2)cc1 (stereo unspecified),1%,-2%,2%
Cn1ccnc1Sc1ccc(C=O)cc1[N+](=O)[O-],-3%,1%,8%
COC(=O)[C@]1(C)N[C@H](c2ccc(-c3ccccc3)cc2)[C@@H]2C(=O)N(C)C(=O)[C@@H]21,-4%,17%,?
COc1ccccc1NS(=O)(=O)c1ccc(C)c(C(=O)NCc2cccnc2)c1,-2%,2%,-5%
N#Cc1c(=O)c2nc(NCCCO)ncc2n2c(=O)c3ccccc3[nH]c12,-19%,?,16%
O=C(Cn1cnc2c(oc3ccccc32)c1=O)NCC1CCCO1 (stereo unspecified),-8%,7%,4%
O=C(Nc1ccc2c(c1)nc1n2CCOC1)C1CCCCC1,-9%,0%,10%
Cc1ccc(NS(=O)(=O)c2ccc(C(=O)NCC3CCCO3)cc2)cc1 (stereo unspecified),1%,8%,-25%
O=C(CN1C(=O)CSc2ccc(S(=O)(=O)N3CCOCC3)cc21)NCCCN1CCOCC1,0%,-16%,17%
CCOc1ccc(Oc2ccc(S(=O)(=O)N3CCOCC3)cc2NC(=O)CCNC(C)=O)cc1,-8%,-6%,4%
COC(=O)C1SCC2C(=O)N(Cc3ccc(F)cc3)CC(=O)N21 (stereo unspecified),2%,6%,1%
Cc1ccccc1C1CCCN(Cc2nc(C3CC3)no2)C1 (stereo unspecified),-13%,2%,?
O=C(CSc1nnc(-c2ccc(F)cc2)o1)N1CCN(C(=O)c2ccco2)CC1,4%,2%,?
O=C(NNc1cc(Cl)ccc1Cl)c1cccnc1Cl,-3%,2%,6%
Cc1ccnc(NC(=O)CNC(=O)c2ccco2)c1,-4%,-6%,0%
Cc1nc(C(N)=O)c(N)n1CCc1ccccc1,-25%,2%,-2%
Cc1cc(C)cc(NC(=O)C2CCCC2)c1,0%,-2%,-17%
NC(=NCCc1c[nH]c2ccccc12)NC(=O)c1ccc(Cl)cc1,0%,-4%,?
Cc1occc1C(=O)N1CCCC(CCC(=O)NCc2ccc(F)c(F)c2)C1 (stereo unspecified),-1%,-4%,?
S=C(NCc1ccco1)Nc1cccc(Cl)c1Cl,1%,-1%,-19%
COc1ccc(-n2c(=O)c(CCc3ccccc3)nc3cnc(N4CCN(C)CC4)nc32)cc1,-5%,.,-10%
COc1ccc(C(=O)CC(=O)C(=O)Nc2cccc([N+](=O)[O-])c2C)cc1,-1%,-17%,21µM*
O=C1CC(N2CCN(c3ccccc3)CC2)C(=O)N1c1ccc2c(c1)OCO2 (stereo unspecified),5%,2%,?
CC(=O)Nc1ccc(-c2nc3ccc(Cl)cc3[nH]2)cc1,-8%,.,-3%
O=C1c2ccccc2C(=O)N1CCC(=O)N1CCc2ccccc21,.,1%,-6%
c1ccc(-c2nnc(OCCN3CCOCC3)c3ccccc23)cc1,-6%[0.501 µM],-7%,?
O=C(COC(=O)c1cccc(NS(=O)(=O)c2ccc(F)c(F)c2)c1)NC(=O)NC1CCCCC1,-6%,7%,?
O=C(CN1CCN(Cc2ccccc2Cl)CC1)N/N=C/C=C/c1ccco1,-4%,8%,-6%

# Random excerpt: three compounds from above
SMILES,GCN5L2 inh,FEN1 inhibitor,TDP1 cell CPT
Cc1occc1C(=O)N1CCCC(CCC(=O)NCc2ccc(F)c(F)c2)C1 (stereo unspecified),-1%,-4%,?
COc1ccc(-n2c(=O)c(CCc3ccccc3)nc3cnc(N4CCN(C)CC4)nc32)cc1,-5%,.,-10%
c1ccc(-c2nnc(OCCN3CCOCC3)c3ccccc23)cc1,-6%[0.501 µM],-7%,?

# More compounds:
SMILES,GCN5L2 inh,FEN1 inhibitor,TDP1 cell CPT
COc1ccccc1N(C)S(=O)(=O)c1ccc(C(=O)NCc2ccc3c(c2)OCO3)cc1,-5%,9%,-14%
COc1ccc2nc(C)cc(Nc3cccc(C(=O)O)c3)c2c1,-32%,-16%,-14%
Cc1ccc(C(=O)C=Cc2cccc(C)c2)cc1,.,-22%,?
CNC(=S)N1CCN(c2c(F)cc3c(=O)c(C(=O)O)cn(C4CC4)c3c2OC)CC1C (stereo unspecified),-5%,-29%,?
CCN1CCN(c2nc3c(C)cccn3c(=O)c2/C=C(\C#N)C(=O)NCCOC)CC1,-25%,-4%,7%
Cc1ccc2c(c1)C(=O)C1(O)CCN(c3ccccc3)C1=N2 (stereo unspecified),6%&-26%,.,8.9µM*
COC(=O)c1ccc(N/C=C/C(=O)c2ccc(OC)c(OC)c2)cc1,1%,2%,7%
CC(C)N1C(=O)c2ccccc2C1C(=O)NCCc1ccccc1 (stereo unspecified),3%,-10%,0%
O=S(=O)(c1ccccc1)N1CCN(c2ncnc3scc(-c4ccccc4)c23)CC1,-7%,-24%,16µM*
CCc1ccccc1NC(=O)c1ccc(F)c(S(=O)(=O)N2CCC(C(N)=O)CC2)c1,-18%,-14%,-19%
CCOc1ccc(CCNC(=O)c2cccc3c2C(=O)N(CCOC)C3)cc1OCC,-20%,3%,?
O=C(NCc1ccc(N2CCCC2=O)cc1)Nc1cccc(Cl)c1,8%,-3%,-26%
Cc1sc(-n2c(C)ccc2C)c(C#N)c1C,2%,-2%,?
C=CCNC(=O)C(C(=O)OCC)C1CCCCC1 (stereo unspecified),-2%,-3%,-2%
CC(C)Oc1cc(C(=O)NC2CCCCC2)c2ccccc2n1,-5%,-22%,?
O=C(COc1ccccc1Cl)Nc1ccccc1C(=O)N1CCCCC1,-1%,4%,?
O=C(COC(=O)c1ccccc1)NCc1cccs1,0%,-6%,-1%
CCN1C(=O)[C@H]2[C@@H](c3ccc(-c4ccc5c(c4)OCO5)cc3)N3CCC[C@@]3(C(=O)OC)[C@H]2C1=O,-11%,3%,?
CCCCCCCC(=O)N1CCN(c2cc3c(cc2F)c(=O)c(C(=O)O)cn3CC)CC1,2%,-14%,23µM*
O=c1oc2ccccc2c(Nc2cccc3cccnc23)c1[N+](=O)[O-],0%,-6%,-4%

# Only GCN5L2 inh, for some of the entries so far:
canonical_smiles,GCN5L2 inh
O=C(COc1ccccc1Cl)Nc1ccccc1C(=O)N1CCCCC1,-1%
O=C(COC(=O)c1ccccc1)NCc1cccs1,0%
CCN1C(=O)[C@H]2[C@@H](c3ccc(-c4ccc5c(c4)OCO5)cc3)N3CCC[C@@]3(C(=O)OC)[C@H]2C1=O,-11%
CCCCCCCC(=O)N1CCN(c2cc3c(cc2F)c(=O)c(C(=O)O)cn3CC)CC1,2%

# Next records follow.
SMILES,GCN5L2 inh,FEN1 inhibitor,TDP1 cell CPT
COc1ccc(-n2nnc3c(=O)n(CC(=O)N4CCC(C)CC4)cnc32)cc1,-2%,19%,-18%
COc1ccc(C(=O)CCC(=O)Nc2ccc(C)c(Cl)c2)cc1,-3%,-7%,3%
CC(=O)Nc1ccc(S(=O)(=O)NCC2CCC(C(=O)NCc3ccccc3Cl)CC2)cc1 (stereo unspecified),-13%,-3%,-13%
Cc1cccc(NC(=O)CNC(=O)COC(=O)c2ccco2)c1C,0%,0%,-3%
COc1cc(OC)cc(C(=O)Nc2nc(-c3ccccc3)c(-c3ccccc3)o2)c1,-10%,8%,7.3µM*
Cn1c(COc2ccccc2Br)nc2ccccc21,-18%,-2%,?
O=C(COC(=O)c1ccccc1SCC(=O)NC1CCS(=O)(=O)C1)NC1CCS(=O)(=O)C1 (stereo unspecified),-9%,2%,6%
COC(=O)CCCCCCCCC(O)CN(C)C (stereo unspecified),2%,18%,?
CCOc1ccc(NS(=O)(=O)c2ccc(OCC(=O)NCCCOC)cc2)cc1,?,6%,-8%
O=C(NC1CCCCC1)c1cc(Cl)ccc1[N+](=O)[O-],2%,8%,21%

# For reference, 5 of the compounds above:
SMILES,GCN5L2 inh,FEN1 inhibitor,TDP1 cell CPT
COc1ccc(-n2nnc3c(=O)n(CC(=O)N4CCC(C)CC4)cnc32)cc1,-2%,19%,-18%
COc1ccc(C(=O)CCC(=O)Nc2ccc(C)c(Cl)c2)cc1,-3%,-7%,3%
CC(=O)Nc1ccc(S(=O)(=O)NCC2CCC(C(=O)NCc3ccccc3Cl)CC2)cc1 (stereo unspecified),-13%,-3%,-13%
Cc1cccc(NC(=O)CNC(=O)COC(=O)c2ccco2)c1C,0%,0%,-3%
COc1cc(OC)cc(C(=O)Nc2nc(-c3ccccc3)c(-c3ccccc3)o2)c1,-10%,8%,7.3µM*

# The list is partial; count on the stated rates, not on these rows.
